MazF activator – activators of E. coli MazEF toxin-antitoxin RNase, primary screen, biochemical, fluorescence, uHTS; activation, % at 20 µM; actives 0.32% (n = 350,000); FAM/BHQ RNA-DNA oligo cleavage fluorescence, 5 h; Endoribonuclease toxin MazF (Escherichia coli (strain K12)), P0AE70; in the data active = activation above about 50%
Target sequence (P0AE70 whole entry, looked up): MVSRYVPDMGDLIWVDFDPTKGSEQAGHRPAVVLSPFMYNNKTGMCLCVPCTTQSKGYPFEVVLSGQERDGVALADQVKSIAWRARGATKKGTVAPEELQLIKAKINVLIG
Mtb FBA inh – Mtb FBA enzyme inhibitors, primary screen, biochemical, fluorescence, strain H37Rv | purified M. tuberculosis FBA, fluorescence read-out | actives 2.3% (n = 360,000) | inhibition, % at 1 µM; in the data active = inhibition above about 27%;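 also: 0% = vehicle and 100% = reference inhibitor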
UGM FP inh – M. tuberculosis UGM enzyme inhibitors, primary screen, biochemical, fluorescence polarization, single point. purified UGM, fluorescence polarization probe displacement. AID 504406, 2011. inhibition, % at 10 µM. UDP-galactopyranose mutase (Mycobacterium tuberculosis (strain ATCC 25618 / H37Rv)), …. actives 0.06% (n = 320,000); in the data active = inhibition above about 10%, passing the limit was not always enough; inconclusive = no clear call, values can overlap the other calls
Target sequence (P9WIQ1 whole entry, looked up): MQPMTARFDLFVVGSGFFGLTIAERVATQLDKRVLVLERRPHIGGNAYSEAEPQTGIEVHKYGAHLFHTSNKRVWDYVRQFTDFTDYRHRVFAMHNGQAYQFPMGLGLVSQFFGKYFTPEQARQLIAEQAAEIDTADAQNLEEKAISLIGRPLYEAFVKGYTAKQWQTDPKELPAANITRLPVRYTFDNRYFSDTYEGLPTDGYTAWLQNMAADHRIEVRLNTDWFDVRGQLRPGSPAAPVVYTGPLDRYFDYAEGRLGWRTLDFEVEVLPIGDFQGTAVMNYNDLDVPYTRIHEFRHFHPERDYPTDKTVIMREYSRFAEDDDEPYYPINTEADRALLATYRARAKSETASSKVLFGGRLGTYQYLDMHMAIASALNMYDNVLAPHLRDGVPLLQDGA
Rv3671c inh – Rv3671c serine protease inhibitors, primary screen, biochemical, fluorescence polarization, M. tuberculosis H37Rv. P9WHR9. inhibition, % at 5.96 µM. actives 0.048% (n = 320,000); in the data active = inhibition above about 38%;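 also: extracellular domain of Rv3671c used as enzyme; 0% = enzyme with DMSO and 100% = no enzyme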
Target sequence (P9WHR9 whole entry, looked up, the tested form may be a part): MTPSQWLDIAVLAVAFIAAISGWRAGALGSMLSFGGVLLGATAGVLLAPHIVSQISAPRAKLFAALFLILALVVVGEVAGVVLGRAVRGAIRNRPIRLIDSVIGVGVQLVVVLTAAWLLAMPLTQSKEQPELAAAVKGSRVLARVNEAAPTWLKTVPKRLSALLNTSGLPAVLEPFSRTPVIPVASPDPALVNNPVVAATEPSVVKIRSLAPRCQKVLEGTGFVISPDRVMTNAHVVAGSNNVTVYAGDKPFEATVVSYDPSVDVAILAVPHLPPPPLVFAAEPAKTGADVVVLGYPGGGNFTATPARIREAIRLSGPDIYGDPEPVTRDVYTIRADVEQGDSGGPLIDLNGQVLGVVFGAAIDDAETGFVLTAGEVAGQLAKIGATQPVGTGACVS
DUSP3 inh – VHR1 phosphatase inhibitors, primary screen, biochemical, absorbance, uHTS; Dual specificity protein phosphatase 3 (Homo sapiens), P51452; recombinant VHR phosphatase, pNPP absorbance; inhibition, % at 13.3 µM; actives 0.52% (n = 290,000); AID 1654, 2009; in the data active = inhibition above about 50%; also: some compounds called inactive have numbers as strong as hits
BoNT F protease – BoNT/F light chain protease inhibitors, primary screen, biochemical, flow cytometry, MLPCN library. Multiplex microsphere protease cleavage assay. inhibition, % at 10 µM. actives 0.22% (n = 360,000); in the data active = inhibition above about 35%, passing the limit was not always enough; inconclusive = no clear call, values can overlap the other calls; also: plate controls were buffer without enzyme for full effect and enzyme alone for no effect
GDH-TPI inh – GDH-TPI coupling enzyme inhibitors, primary screen, artefact control for M. tuberculosis FBA inhibitor project, biochemical, absorbance, full deck; GDH-TPI coupled enzyme counterscreen, NADH absorbance; actives 1.2% (n = 360,000); AID 588335, 2011; inhibition, % at 4.8 µM;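 also: 0% = DMSO wells and 100% = wells lacking the enzyme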
FadD28 binding – inhibitors of FadD28 bisubstrate probe binding, primary screen, biochemical, fluorescence polarization, single point | inhibition, % at 12.5 µM | Mycobacterium tuberculosis FadD28 fatty-acid-AMP ligase | AID 588549, 2011 | actives 0.22% (n = 360,000); in the data active = inhibition above about 8.5%, passing the limit was not always enough; inconclusive = no clear call, values can overlap the other calls
CCHFV vOTU inh – CCHFV vOTU protease inhibitors, primary screen, biochemical, Pep-AMC substrate, fluorescence | inhibition, % at 11.5 µM | actives 0.55% (n = 370,000); also: 0% = vehicle wells with enzyme and 100% = no enzyme wells
BioA inh – M. tuberculosis BioA enzyme inhibitors, primary screen, biochemical, plate reader, single point, HTS; actives 0.096% (n = 360,000); inhibition, % at 9.99 µM; purified M. tuberculosis BioA enzyme; 7,8-diaminopelargonic acid synthase BioA (Mycobacterium tuberculosis); AID 602481, 2012; in the data active = inhibition above about 40%; inconclusive = no clear call, values can overlap the other calls
An asterisk follows results filed as active; i = inactive; u = inconclusive; x = no result given; & = joins results of further samples. Rule as the data show it, unless noted: active = inhibition above about 30%; inactive = the rest.

SMILES	MazF activator	Mtb FBA inh	UGM FP inh	Rv3671c inh	DUSP3 inh	BoNT F protease	GDH-TPI inh	FadD28 binding	CCHFV vOTU inh	BioA inh
COc1ccccc1C(=O)COC(=O)CCCN=C1NS(=O)(=O)c2ccccc21	-4	1	0.2	2	x	u	1	-1.6	-1	x
O=C(Nc1ccc(S(=O)(=O)Nc2ncccn2)cc1)c1cnc(Cl)c(Cl)c1	-14	-2	2.1	-4	26	-4	8	0.4	-7	x
COCCN(C(=O)COC(=O)CCC(=O)c1ccc(C)cc1)c1c(N)n(Cc2ccccc2)c(=O)[nH]c1=O	-4	1	-8.0	-2	2	-2	3	0.1	1	-0.6
COc1ccc(N2CCN(c3nc4ccccn4c(=O)c3/C=C(\C#N)S(=O)(=O)c3ccccc3)CC2)cc1	10	-1	-2.1	1	25	x	-1	-2.4	15	-0.3
CC(C)=CCC/C(C)=C/CNC(=O)C[C@H]1C[C@H](C(=O)N2CCCCC2)[C@@]2(CCc3ccccc3)c3[nH]c4ccc(Cl)cc4c3CCN2C1=O	-1	1	x	x	x	-7	4	-1.9	-6	0.1
C[C@H]1Oc2ccccc2C(=O)C1C(=O)c1ccccc1 (some centres not stated)	2	0	1.9	12	x	-13	14	-3.1	-4	x
COc1ccccc1NC(=O)N1CCc2[nH]c3ccc(Cl)cc3c2C1	11	-1	-2.8	-4	8	-12	3	-1.5	8	2.0
Cc1cc(C)c(C(=O)Nc2ccccc2)c(CC(C)(C)C(=O)O)c1	1	7	0.0	-2	40	x	15	-0.2	-14	x
COc1ccc(CCNC(=O)c2ccc(NC(=O)CC3SC(N4CCCC4)=NC3=O)cc2)cc1OC (configuration not stated)	4	3	x	x	x	-7	4	-1.4	24	-0.4
COc1cc(NC(=O)C2CCCCC2)c2ncccc2c1	3	1	3.2	-9	10	-4	2	-1.9	14	0.4
CC(=O)Oc1ccc(OC(C)=O)c2c1CC1(C)OC1(C)C2 (configuration not stated)	10	-1	x	x	x	1	0	-0.5	3	x
CC(=O)Cc1nsc(NC(=O)c2ccc(COc3ccccc3)o2)n1	4	4	1.2	-3	12	x	10	0.8	15	1.0
Cc1ccc(CN(C)C(=O)c2c(C)nn(-c3ccccc3)c2C)cc1	6	-1	1.5	2	26	-5	-7	x	1	x
Nc1nnc(SCCCC(=O)c2ccc(Br)cc2)s1	2	3	1.9	-5	0	-10	6	-4.1	9	x
Cc1cccc(-n2c(SCC(N)=O)nc3c(c2=O)C2(CCCCC2)Cc2ccccc2-3)c1	5	0	-0.9	6	8	-2	18	-7.7	11	0.0
O=C(NCc1cccnc1)C1CC(=O)N(c2ccc(Cl)cc2)C1 (configuration not stated)	4	-3	-0.8	-3	-2	-19	8	-1.2	-5	9.8
CCN(CC(=O)N1CCCC1)S(=O)(=O)c1ccc2ccccc2c1	-8	-1	7.4	-1	11	-12	-16	-4.1	-13	-0.9
CC(C)NC(=O)Nc1cccc2c1O[C@H](CN(C)C(=O)NC1CCCCC1)[C@@H](C)CN([C@H](C)CO)C2=O	-4	-3	0.2	5	x	0	-14	-1.7	-5	1.0
Cc1[nH]nc2c1C(CCc1ccccc1)C(C#N)=C(N)O2 (configuration not stated)	3	1	0.2	-4	24	-2	12	-1.7	-7	0.9
O=C(Nc1ccc(S(=O)(=O)Nc2ccccc2)cc1)C1COc2ccccc2O1 (configuration not stated)	2	-3	-3.3	-23	-22	-6	-9	-7.1	-6	4.0
CCCCCCCC(=O)NNC(=O)c1c(O)c2ccccc2[nH]c1=O	-6	-1	1.0	-4	15	3	-3	-4.9	13	-1.3
CCN1C(=O)C(F)(CC)C(=O)c2ccccc21 (configuration not stated)	4	0	2.1	11	26	-2	1	-4.4	-9	-1.6
Cc1nc2c3ccccc3nc(NNC(=O)CCC(=O)N3CCN(c4ccc(F)cc4)CC3)n2n1	6	1	6.5	-4	4	9	16	-1.0	-12	-2.8
Cc1c(Cl)cccc1NC(=O)Nc1ccccc1C(N)=O	15	5	1.3	5	36	-8	2	0.1	-7	x
CCc1cccc2c(C(=O)CSc3nnc(C4CC4)o3)c[nH]c12	2	-2	2.6	-21	x	6	3	-0.2	-9	0.1
CCCCc1c(C)nc2nc(SCc3ccc(Cl)cc3)[nH]n2c1=O	-7	2	-3.6	x	6	u	-1	-0.3	3	-1.1
CCOC(=O)c1ccc2c(c1)N(C)C(=O)c1ccccc1S2	-11	0	-3.1	-4	4	4	10	0.6	x	-4.1
CCC1=NC(c2ccc(Br)cc2)N(O)C1(C)C (configuration not stated)	5	0	-0.4	-4	-6	-5	4	-0.7	-11	1.2
CN(C)S(=O)(=O)c1ccc(C(=O)NCCC(=O)N2CCCC2)cc1	1	1	-2.3	15	2	0	2	x	-5	-1.1
CCOC(=O)c1cc(C(=O)OCC)c2cccc(C)n2c1=O	3	11	-0.3	3	5	12	8	0.5	4	0.2
COc1cccc(NC(=O)CN(C)C(=O)c2ccc3[nH]c4c(c3c2)CC(C)CC4)c1 (configuration not stated)	0	2	x	x	x	5	1	1.3	-2	-1.0
CN1CCN(CC(=O)N2c3ccccc3Sc3ccccc32)CC1	0	-1	-2.0	-3	13	-5	-2	x	-2	-0.8
Cc1cc(C(=O)NCCC2=CCCCC2)c(C)o1	1	-1	1.6	-4	4	0	8	-1.1	-17	-0.7
Cc1ccc(Cc2c(-c3ccccc3)nc3c(Cl)cc(C(F)(F)F)cn23)cc1	x	5	x	x	x	-5	x	-2.0	15	-1.2
Cc1cc2ccccc2n1CCNC(=O)C(C)C	-20	4	4.4	-2	-17	13	6	0.7	-1	-0.1
CCOC(=O)/C(=C/c1ccc(N2CCC(c3ccccc3)=N2)cc1)C(C)=O	i	-1	x	x	23	-1	8	0.6	x	x
Cn1c(NCc2ccco2)nc2c1c(=O)n(Cc1ccc(Cl)cc1Cl)c(=O)n2C	17	-2	-1.9	-1	6	-2	7	-1.7	5	-5.3
Cc1cc(C(=O)OCC(=O)NCc2ccccc2Cl)c(C)o1	6	-4	0.3	3	26	-4	-13	-4.4	2	x
Cc1cc(C(=O)N2CCCC(CO)(Cc3ccc(F)cc3)C2)c(C)o1 (configuration not stated)	4	2	-2.2	-6	15	-10	-3	-1.5	-3	2.7
Cc1nc2c3cc(F)ccc3n(Cc3ccc(F)cc3)c2s1	0	0	-2.3	-14	-1	-5	12	0.5	3	x

Compound profiles, as listed above. Order of values: MazF activator, Mtb FBA inh, UGM FP inh, Rv3671c inh, DUSP3 inh, BoNT F protease, GDH-TPI inh, FadD28 binding, CCHFV vOTU inh, BioA inh
Cc1[nH]nc2c1C(CCc1ccccc1)C(C#N)=C(N)O2 (configuration not stated) is listed as 3, 1, 0.2, -4, 24, -2, 12, -1.7, -7, 0.9
Cc1cc(C(=O)N2CCCC(CO)(Cc3ccc(F)cc3)C2)c(C)o1 (configuration not stated) is listed as 4, 2, -2.2, -6, 15, -10, -3, -1.5, -3, 2.7
Cc1cc2ccccc2n1CCNC(=O)C(C)C is listed as -20, 4, 4.4, -2, -17, 13, 6, 0.7, -1, -0.1

Next part:
SMILES	MazF activator	Mtb FBA inh	UGM FP inh	Rv3671c inh	DUSP3 inh	BoNT F protease	GDH-TPI inh	FadD28 binding	CCHFV vOTU inh	BioA inh
CC(C)CN(C(=O)CCc1ccccc1Cl)c1c(N)n(Cc2ccccc2)c(=O)[nH]c1=O	-6	-2	3.2	-9	x	-9	6	-2.5	-1	0.0
COc1ccccc1Oc1nc2ccccn2c(=O)c1/C=C(\C#N)C(=O)Nc1c(C)n(C)n(-c2ccccc2)c1=O	3	-3	-1.6	0	0	u	9	-2.1	0	-1.9
CCOc1ccc2nc(Nc3nc(CSc4nnnn4-c4ccccc4)cc(=O)[nH]3)nc(C)c2c1	-76	3	2.1	-6	3	1	-13	-3.2	-4	1.9
COc1ccc(-c2c3c(=O)n(C)c(=O)n(C)c3cn2C2CCCCC2)cc1	6	5	-1.0	-3	33	-8	7	0.6	9	-2.6
O=c1[nH]c2ccccc2n1C1CCN(C(c2ccccc2)c2nnnn2-c2ccc3c(c2)OCCO3)CC1 (configuration not stated)	x	-1	x	x	x	0	x	-2.3	5	-1.0
O=C(NCc1ccc(Cl)cc1)C(=O)NCC1OCCCN1S(=O)(=O)c1cccs1 (configuration not stated)	5	-1	-3.5	-2	18	-4	-9	-2.4	4	-0.7
CCC(C)Sc1ccc(-c2nc3cc(C)ccn3c2NC2CCCCC2)cc1 (configuration not stated)	-25	33*	x	-2	x	18&1	29	-1.6	27&-12	-2.6
CCn1cc(C(=O)O)c(=O)c2cnc(N3CCN(C(=S)NC(=O)c4ccc(OC)cc4)CC3)nc21	3	3	1.3	-3	-29	-1	4	1.8	3	0.0
Cn1c(=O)c(=O)n(C)c2cc(S(=O)(=O)NCCc3ccccc3)ccc21	-8	2	-0.2	3	26	3	16	0.6	-3	9.5
CC1CCN(c2c(NCC3CCC(C(=O)NCc4ccccc4)CC3)c(=O)c2=O)CC1 (configuration not stated)	5	0	0.4	2	15	-9	9	-0.1	11	-0.3
CC(=O)c1ccc(C(=O)NC2CCCN(Cc3ccc(Cl)cc3)C2)s1 (configuration not stated)	1	0	0.2	x	0	0	3	-1.0	-10	31
C[C@H]1CN([C@@H](C)CO)C(=O)CCCn2nncc2CO[C@@H]1CN(C)C(=O)Nc1ccc2c(c1)OCO2	5	1	x	x	x	-2	3	0.8	-14	-1.7&0.6
CN(C)c1ccc(C(=S)NCc2ccco2)cc1	11	0	-2.5	-4	10	-3	15	2.4	15	-1.7
COc1ccc(NC(=S)Nc2ccccc2)c(OC)c1	3	0	-2.1	-4	26	-7	-1	-0.6	-11	x
COc1ccccc1C(=O)Nc1ccc(S(=O)(=O)Nc2onc(C)c2C)cc1	6	0	4.4	2	17	-12	-3	-3.2	-1	x
Cc1ccc(N(CC(=O)NCc2ccccc2)C(=O)CCC(=O)Nc2nccs2)cc1	-9	1	-1.1	-5	45	-2	-3	-2.9	2	-0.4
COc1cc2ncnc(NCc3ccc(C)o3)c2cc1OC	5	1	2.0	-7	12	-9	0	-2.2	1	x
CCOc1ccccc1NC(=O)CC1(CC(=O)N2CCOCC2)CCCC1	1	-1	x	x	x	10	5	-2.4	3	-0.2
Oc1cccc2oc(=S)[nH]c12	-3	-2	x	x	x	4	9	-0.8	0	-1.4
Cc1cccc(-c2c3c(=O)n(C)c(=O)n(C)c3cn2-c2ccccc2O)c1	-3	-9	1.2	4	28	-12	2	-3.5	-5	x
c1ccc(Nc2nc(N3CCCCC3)nc(N3CCNCC3)n2)cc1	19	-2	-1.1	-6	11	-10	10	0.0	0	-1.5
CCN(CC)CCn1c(SCC(=O)NCc2ccco2)nc2c(sc3ccccc32)c1=O	11	11	1.9	1	21	-7	16	-1.5	10	-1.3
S=c1[nH]nc(-c2n[nH]c3c2CCC3)n1/N=C/C=C/c1ccccc1	-18	3	1.9	-5	-16	x	12	-0.6	-5	-0.8
CCOC(=O)C1=CN(Cc2ccco2)S(=O)(=O)N(CC)C1c1ccccc1 (configuration not stated)	4	3	x	x	x	1	-2	-0.3	0	-0.2
Cc1ccc(S(=O)(=O)/N=C(/c2ccccc2)N2CCOCC2)c(C)c1	-8	5	-1.7	-3	25	3	-1	-0.8	-6	x
COc1ccccc1N(C)S(=O)(=O)c1ccc(C(=O)N2CCC(C(N)=O)CC2)cc1	2	2	1.2	4	7	-1	-3	-4.8	4	0.4
